TWEAK-Fn14 inh: inhibitors of TWEAK-Fn14 interaction signaling; TWEAK-stimulated Fn14 reporter cells, luciferase luminescence, 8 h; inhibition, % at 10 µM; 360,000 tested, 2% active; AID 1159606; in the data active = inhibition above about 50%
CF NFkB block: cystic fibrosis NF-kB activation inhibition | KKLEB NF-kB-GFP reporter, PAF-induced, GFP fluorescence overnight | inhibition, % at 5 µM | 360,000 tested, 0.86% active | AID 588850;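 active = at least 50% inhibition at 5 µM, scaled per plate between neutral and stimulator controls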;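 note: PAF is a Pseudomonas aeruginosa culture filtrate used as stimulus; plate controls were PAF-stimulated DMSO wells for no effect and unstimulated DMSO wells for full effect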
NCOA1 inh: inhibits human SRC1 coactivator; Q15788; HEK293 GAL4-SRC1 luciferase reporter, luminescence; inhibition, % at 3.6 µM; 360,000 tested, 0.12% active; AID 588354;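 active = inhibition above the campaign mean plus 3 SD, with each screening campaign given its own cutoff, cut at about 60% in these data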;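 note: 0% = DMSO treated cells and 100% = gossypol at 36 µM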
C8 TRAIL sens: caspase-8 TRAIL sensitization; NB7+C8 cells + TRAIL, ATPlite viability luminescence; inhibition (viability loss, TRAIL sensitization), % at 10 µM; 360,000 tested, 1% active;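 active = compounds causing at least 50% loss of cell viability in the single-dose screen, relative to plate controls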
LMP1 NFkB inh: Epstein-Barr LMP1 NF-kappaB reporter inhibition; LMP1-induced NF-kappaB luciferase reporter cells, luminescence; inhibition, % at 12.5 µM; 350,000 tested, 0.69% active; in the data active = inhibition above about 41%;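 note: 0% = neutral control wells and 100% = reference inhibitor control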
KKLEB cytotox: CF airway cell cytotoxicity counter-screen. 360,000 tested, 0.36% active. KKLEB CF airway cells viability, ATPlite luminescence, overnight; stronger effect = lower value; cells stimulated with P. aeruginosa culture filtrate. activity change (cytotoxicity), % at 5 µM;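 active = corrected activity change at or below -50% at 5 µM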
NCOA3 inh: human NCOA3 inhibition; Q9Y6Q9; HEK293 GAL4-SRC3 luciferase reporter, luminescence; inhibition, % at 3.6 µM; 360,000 tested, 0.17% active;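 active = inhibition above a per-campaign cutoff, the mean of all compounds plus 3 SD, cut at about 60% in these data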;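 note: 0% = DMSO-treated cells and 100% = gossypol-treated cells at 36 µM; higher means less SRC3-driven luciferase light from the GAL4 reporter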
NR5A2 inv ag: inverse agonists of human LRH-1 (NR5A2); 360,000 tested, 0.13% active; inhibition, % at 3.6 µM; AID 602396; O00482; HEK293T StAR-luciferase reporter, LRH-1 transfected, 24 h;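 active = inhibition above the mean inhibition of all tested compounds plus 3 SD, cut at about 73% in these data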;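 note: 0% = DMSO wells and 100% = reporter-only cells lacking LRH-1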
Target sequence (O00482 whole entry, looked up): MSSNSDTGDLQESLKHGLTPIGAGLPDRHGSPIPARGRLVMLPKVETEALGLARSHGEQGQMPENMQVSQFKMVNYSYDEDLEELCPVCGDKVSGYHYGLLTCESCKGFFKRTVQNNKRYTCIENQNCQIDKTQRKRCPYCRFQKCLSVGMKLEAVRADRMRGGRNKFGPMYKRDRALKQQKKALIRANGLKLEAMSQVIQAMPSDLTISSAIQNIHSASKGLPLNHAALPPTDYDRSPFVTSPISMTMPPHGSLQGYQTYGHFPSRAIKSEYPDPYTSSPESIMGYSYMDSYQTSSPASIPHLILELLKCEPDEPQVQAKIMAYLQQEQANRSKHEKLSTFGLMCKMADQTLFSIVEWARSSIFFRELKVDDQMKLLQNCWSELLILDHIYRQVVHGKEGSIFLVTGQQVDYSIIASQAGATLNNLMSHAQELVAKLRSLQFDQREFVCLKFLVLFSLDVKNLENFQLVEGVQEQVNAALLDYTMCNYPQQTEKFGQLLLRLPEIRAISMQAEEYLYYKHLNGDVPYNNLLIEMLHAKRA
NR2F2 inh: inhibitors of human COUP-TFII (NR2F2); P24468; HEK293T NGFI-A luciferase reporter, luminescence; inhibition, % at 8.6 µM; 370,000 tested, 0.7% active; AID 686940;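 active = inhibition above a per-plate cutoff, mean inhibition of test wells between control levels plus 3 SD, cut at about 38% in these data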;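 note: cells cotransfected with COUP-TFII expression vector driving the NGFI-A reporter; 0% = median of COUP-TF2 test wells and 100% = reporter-only cells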
Target sequence (P24468 whole entry, looked up): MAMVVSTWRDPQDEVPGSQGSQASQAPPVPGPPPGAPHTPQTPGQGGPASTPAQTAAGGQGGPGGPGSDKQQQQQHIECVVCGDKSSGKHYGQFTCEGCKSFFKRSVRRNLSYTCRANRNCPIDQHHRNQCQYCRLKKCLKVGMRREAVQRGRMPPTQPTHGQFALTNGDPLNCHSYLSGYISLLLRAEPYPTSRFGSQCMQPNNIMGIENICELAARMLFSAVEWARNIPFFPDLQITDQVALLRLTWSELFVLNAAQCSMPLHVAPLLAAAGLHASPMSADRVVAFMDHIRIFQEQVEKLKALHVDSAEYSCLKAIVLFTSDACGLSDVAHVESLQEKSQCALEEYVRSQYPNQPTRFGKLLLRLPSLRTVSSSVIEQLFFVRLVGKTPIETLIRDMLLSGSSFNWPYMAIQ
TROY signal inh: inhibitors of TROY-dependent NF-kB signaling; Q293 LMP1-TROYcd NF-kB luciferase reporter, 4 h; inhibition, % at 10 µM; 360,000 tested, 0.98% active; AID 1347056;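 active = compounds whose plate-normalised and pattern-corrected inhibition of the luciferase reporter signal at the single screening dose is 50% or more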
SRC2 inh: human SRC2 (NCOA2) inhibition. HEK293 GAL4-SRC2 luciferase reporter, luminescence. inhibition, % at 9 µM. 370,000 tested, 0.17% active. AID 651957;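 active = inhibition above the mean inhibition of all tested compounds plus 3 SD, set per campaign, cut at about 52% in these data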;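 note: 0% = DMSO treated cells and 100% = cells given Gossypol at 36 µM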
* = called active by the depositor; / = no result given. Compounds were not picked by outcome; 4.2% or so of the library scored in one or more.

Compound,TWEAK-Fn14 inh,CF NFkB block,NCOA1 inh,C8 TRAIL sens,LMP1 NFkB inh,KKLEB cytotox,NCOA3 inh,NR5A2 inv ag,NR2F2 inh,TROY signal inh,SRC2 inh
COc1cc(C(=O)N[C@@H](C)C(=O)N2CCC3(CC2)NCCc2[nH]cnc23)cc(OC)c1OC,20.3,-20.1,8.0,-0.8,-6.8,5.6,5.8,-7.1,0.9,-0.2,2.7
Cc1nn(CCCC(=O)Nc2ccc(Br)cc2F)c(C)c1[N+](=O)[O-],-10.2,-7.5,5.2,-27.9,4.8,9.4,18.1,1.2,-14.5,-14.6,-2.8
COc1ccccc1-c1ccc2c(c1)C(C)(Cc1ccc(Cl)cc1)C(=O)N2 (configuration not stated),-0.2,12.2,9.6,-7.8,/,-0.7,3.1,9.8,4.7,-8.6,6.1
Cc1[nH]oc(=O)c1N=Nc1c(Cl)cccc1Cl,-7.3,-1.9,4.1,0.8,2.0,12.2,11.3,8.8,-2.2,0.1,-1.0
CCOc1ccc(-c2n[nH]c(C)c2Oc2ccccc2OC)c(O)c1,11.3,-7.2,9.6,-19.7,0.9,-4.7,2.9,3.6,11.4,12.4,-16.6
O=C(CSc1cn[nH]n1)Nc1ccccc1C(F)(F)F,2.0,-13.2,-14.3,-3.2,3.0,6.0,8.3,5.5,-4.1,-22.9,-5.3
O=C(Nc1nnc(-c2ccc(Cl)cc2)o1)Nc1ccccc1Cl,-12.5,0.6,-11.2,4.1,4.0,6.1,3.7,-11.1,-7.7,-14.3,1.2
CN1C(C(=O)Nc2ccc(OC(F)(F)F)cc2)=CC(c2cccs2)=NS1(=O)=O,10.2,23.6,14.3,2.0,1.2,7.8,3.1,-2.9,-11.5,38.5,-26.5
O=C(COC(=O)c1ccc(O)cc1)NC1CCCC1,-17.4,-36.6,15.0,-6.9,-9.5,13.2,1.2,-8.0,10.3,-22.2,7.6
CCOC(=O)C1CCCN(S(=O)(=O)c2cc(OCC(N)=O)c(C)cc2Cl)C1 (configuration not stated),-3.9,0.9,4.6,-6.9,3.1,-3.8,10.9,1.4,-10.1,3.1,10.3
COc1ccc(NC(=O)CSc2nnc(-c3ccncc3)o2)c([N+](=O)[O-])c1,0.1,1.9,-9.1,-13.2,0.4,11.5,-20.0,15.3,-11.9,2.8,-27.6
CCCC1(C2CCCC2)NC(=O)NC1=O (configuration not stated),22.9,12.5,-4.0,-11.2,3.5,1.5,-24.4,9.1,0.9,-12.5,19.0
Cn1c(=O)c2c3c(sc2n2cnnc12)CCC3,24.0,-11.8,1.8,1.6,-2.6,-9.2,1.7,-9.8,13.4,-0.8,-11.9
CC1(C)NC(C)(C)/C(=C\c2cccs2)C(=O)C1=O,15.7,-18.2,6.4,0.6,7.7,4.3,17.6,10.1,-4.6,29.3,21.3
O=C1c2ccccc2C(O)N1Cc1ccc2c(c1)OCO2 (configuration not stated),16.5,-3.2,-19.0,-2.0,1.5,-10.8,-5.0,15.7,-7.9,-11.6,-12.3
CCOC(=O)c1ccc(NC(=S)Nc2ccc(C)cc2)cc1,0.7,-3.5,-1.6,-6.6,-4.4,-2.4,-10.9,-42.3,-21.0,-60.7,-12.4
O=C(/C=N/O)NCCCN1CCOCC1,-5.2,16.9,-0.3,-13.2,-2.4,-12.8,2.6,-14.6,-1.2,7.8,5.2
O=C(CNC(=O)c1cccc(OC(F)F)c1)OCn1nnc2ccccc2c1=O,0.1,-6.7,-7.7,-3.7,-6.3,13.2,10.6,5.7,2.6,0.7,-18.6
O=C(c1cc2nc(-c3ccco3)cc(C(F)(F)F)n2n1)N1CCN(Cc2ccccc2)CC1,-6.6,2.1,6.8,10.1,12.0,-5.5,-10.6,-22.7,5.7,-12.6,13.3
COc1ccc(-c2onc(C)c2-c2cscn2)c(O)c1,2.9,-18.4,10.7,-2.1,5.1,1.9,13.9,10.5,2.7,-27.7,5.2
O=C(NCC(c1cccs1)N1CCc2ccccc21)c1ccccc1 (configuration not stated),1.1,19.0,7.7,1.1,-4.5,-14.1,13.8,2.9,8.9,20.8,-4.7
O=C(COc1ccc(Cl)cc1Cl)NNC(=S)Nc1ccc(F)cc1,-15.7,-7.5,-1.4,36.6,0.8,8.4,9.0,-9.1,/,-15.8,/
C=CCNC(=O)c1ccc(OC2CCN(S(=O)(=O)N(C)C)CC2)cc1,-7.6,10.5,-14.9,-5.2,-13.5,-16.6,-30.4,-2.6,1.6,-22.5,-14.4
O=C(CS(=O)(=O)c1ccc(F)cc1)NCc1ccccc1,0.1,-4.5,-6.0,4.5,0.9,-22.3,-17.1,9.8,-8.8,-7.6,-28.5
CC(C)COC(=O)C(N)C(C(=O)OCC(C)C)c1ccccc1 (configuration not stated),-4.2,-2.3,-9.8,-4.1,-2.3,-0.7,-13.1,7.8,7.0,-0.3,13.4
O=C(NCc1ccc(F)cc1)C(=O)NCC1OCCN1C(=O)c1cccs1 (configuration not stated),-11.8,4.1,1.8,1.9,7.8,5.5,10.8,0.8,-3.8,1.0,-19.6
CCOC(=O)c1cnc2ccc(C)cc2c1Nc1ccc(N2CCOCC2)cc1,55.6*,-1.6,-1.3,24.4,-1.8,-6.4,-11.4,26.4,11.2,24.7,4.0
Cc1sc2nc(CN3CCOCC3)[nH]c(=O)c2c1-c1ccccc1,-11.4,-12.2,-76.6,26.0,3.1,8.0,-5.6,-8.5,-0.3,-7.7,1.3
COc1ccc2oc(C(=O)N(C)CCOc3ccc(Cl)cc3)c(C)c2c1,-8.8,12.7,-4.2,3.4,1.6,-23.0,-28.8,-6.4,-7.9,-10.4,-2.2
COc1cc(C(C)=O)ccc1OCC(=O)N1CCC(Cc2ccccc2)CC1,-16.0,-3.9,0.6,10.9,-6.4,-6.9,0.7,0.2,-25.4,-0.1,-3.5

Not a retest: 2 of the compounds above.
Compound,TWEAK-Fn14 inh,CF NFkB block,NCOA1 inh,C8 TRAIL sens,LMP1 NFkB inh,KKLEB cytotox,NCOA3 inh,NR5A2 inv ag,NR2F2 inh,TROY signal inh,SRC2 inh
CCOC(=O)c1ccc(NC(=S)Nc2ccc(C)cc2)cc1,0.7,-3.5,-1.6,-6.6,-4.4,-2.4,-10.9,-42.3,-21.0,-60.7,-12.4
O=C(/C=N/O)NCCCN1CCOCC1,-5.2,16.9,-0.3,-13.2,-2.4,-12.8,2.6,-14.6,-1.2,7.8,5.2

Continued:
Compound,TWEAK-Fn14 inh,CF NFkB block,NCOA1 inh,C8 TRAIL sens,LMP1 NFkB inh,KKLEB cytotox,NCOA3 inh,NR5A2 inv ag,NR2F2 inh,TROY signal inh,SRC2 inh
O=C(O)c1ccc2c(=O)[nH]c(CN3CCOCC3)nc2c1,8.3,-4.1,-12.2,-27.7,-9.5,-5.0,2.0,-0.3,0.5,20.6,-27.4
Cc1nn(C)cc1CNC(=O)c1cnn2c(C(F)F)cc(C3CC3)nc12,-14.1,22.7,-3.4,9.2,7.5,-14.7,-2.0,5.7,-0.4,12.2,-3.2
CC(C)NC(=O)Nc1ccc2c(c1)C(=O)N([C@H](C)CO)C[C@@H](C)[C@@H](CN(C)C(=O)NC1CCCCC1)O2,-31.7,-5.5,-5.9,2.1,1.1,2.9,8.3,5.8,-12.4,-20.9,-0.9
CC(C)c1ccc(O)c(NC(=O)c2ncn[nH]2)c1,-20.0,2.8,-26.0,-0.9,-1.3,19.2,3.8,-0.3,0.0,-27.5,2.2
Cc1nnc(SCc2nnc(-c3cccs3)o2)n1C,-2.7,-14.2,-15.9,-1.6,1.4,-0.1,5.7,-0.5,-8.0,-27.6,6.0
CC(C)C[C@H]1CN([C@@H](CC(C)C)CN2CCC[C@@H]2CN2C(=S)NC[C@@H]2Cc2ccc(O)cc2)C(=S)N1CC1CCCCC1,12.7,64.9*,9.6,-9.7,/,-54.8*,2.6,-12.5,13.7,16.0,-15.8
CCOC(=O)N1CCC(NC(=O)c2cc(S(=O)(=O)N3CCCCC3)ccc2F)CC1,14.3,-13.3,-11.5,1.3,0.0,-1.8,12.6,1.9,1.2,15.5,-22.7
O=C(Nc1ccccc1N1CCCC1)c1cc(=O)[nH]c2ccccc12,15.1,18.0,7.2,-17.2,3.5,-3.3,-0.7,0.1,-7.6,0.3,-17.2
Cc1cc(C)cc(C(=O)N(c2ccccn2)C(C)c2ccco2)c1 (configuration not stated),-6.7,1.0,-21.7,13.5,0.1,2.9,-2.7,8.5,-4.8,-16.9,23.2
Cc1cc(OCc2cc(C(=O)N(C)CC3CCOCC3)no2)cc(C)c1Cl,-9.5,-23.8,-26.6,-5.4,-17.4,10.8,-16.8,-25.2,-10.0,-37.5,-31.2
CN1/C(=C\C=C(/C#N)C(=O)Nc2ccc(Cl)cc2)C(C)(C)c2ccccc21,-5.2,-55.3,-14.8,-6.4,14.1,-1.9,11.0,4.0,-11.3,5.8,11.6
CCOc1c(Br)cc(/C=C2\C(=O)N(CCC#N)N=C2C)cc1OC,-12.2,6.9,4.0,-19.2,7.5,-10.9,17.6,6.2,-10.6,22.1,8.4
COc1ccc(-c2nnc(-c3cc4ccccc4oc3=O)o2)cc1,-30.0,-14.3,4.8,-4.4,1.2,6.3,-3.4,-6.7,-6.4,-13.1,-0.5
CCOc1ccc(C(CN2CCOCC2)C(C)=O)cc1OC (configuration not stated),16.2,17.0,11.2,14.8,/,1.4,4.4,-3.0,-22.2,-5.7,13.1
O=C(CSCc1cc(=O)n2nc(C3CC3)sc2n1)Nc1ccccc1Cl,17.5,1.2,10.1,-2.3,2.8,-7.7,4.7,15.3,-23.1,2.8,11.4
CCNC(=O)C1CC(=O)N(CCCc2ccccc2)C(=Nc2ccccc2)S1 (configuration not stated),-0.5,-7.6,13.2,-1.8,-0.5,5.5,10.2,13.7,6.1,-11.5,10.2
Cc1cc(C)n(C(=O)/C=C/c2cccs2)n1,44.5,-5.5,-23.5,-0.3,-17.5,1.5,-21.8,-11.9,6.0,-17.8,-13.7
Cc1cc(C)cc(N(CC(=O)N2CCC(C)CC2)S(=O)(=O)c2ccccc2)c1,6.2,-14.0,8.2,5.0,-0.9,3.5,9.4,-6.6,7.0,-15.6,5.2
COc1ccc(NC(C)=O)cc1S(=O)(=O)Nc1ccc(OCc2ccccc2)cc1,12.9,-2.5,-14.5,-1.2,-1.6,-0.4,-8.4,-5.2,-2.3,11.1,15.6
CN(C)c1ccc(NC(=O)CSCc2nc3c(nnn3Cc3ccc(F)cc3)c(=O)[nH]2)cc1,-15.3,13.2,-6.7,-3.0,2.6,10.1,-1.9,6.0,/,-35.2,/
CCc1ccc(N2Cc3ccccc3C2)cc1,-8.3,-19.3,-78.0,18.2,-18.3,-6.0,-86.1,-117.3,-14.6,-51.6,-50.0
O=C1OCCN/C1=C\C(=O)c1ccccc1,13.4,10.8,-21.3,2.3,10.5,-14.8,20.6,11.6,-13.8,4.1,-36.3
O=C(CSc1nnc(-c2ccccc2F)n1C1CC1)NC(=O)c1cccc([N+](=O)[O-])c1,7.4,-6.0,4.7,-0.6,2.9,6.7,6.5,17.0,-12.0,10.3,-6.3
Cc1cc(C)cc(Nc2nc3c(S(=O)(=O)c4ccccc4)nnn3c3ccccc23)c1,-21.0,-2.7,2.5,-6.5,-25.4,2.5,16.8,5.3,11.0,7.1,-6.1
CCOc1ccc(CN(C)CC(=O)Nc2cccc(C)c2)cc1OC,13.7,-8.3,-6.9,7.1,1.2,10.0,15.0,-3.4,16.4,-2.1,14.0

Screening results: PubChem BioAssay, several laboratories
